Compound activity deposited in PubChem by several laboratories.
Calb biofilm kill: kills Candida albicans biofilms; C. albicans biofilm + clotrimazole, Alamar Blue; inhibition, % at 6 µM; actives 0.14% (n = 85,000);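 active = inhibition above 20%; inactive = inhibition below 20%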;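 also: preformed 24 hr biofilms exposed to compound for 48 hr; 0% = biofilm without compound and 100% = blank killed by clotrimazole plus chlorhexidine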
TNFa cytotox: HUVEC cytotoxicity counter-screen, TNF alpha stimulated; actives 0.17% (n = 93,000); HUVEC TNFalpha-stimulated, Hoechst cell count, imaging; cell count reduction, % at 2 µM; AID 848;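 active = cell count reduction exceeding the screen mean by over 5 SD, scaled to untreated wells per plate, cut at about 78% in these data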;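 also: cells counted after 24 h of TNF alpha exposure following the 1 h pretreatment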
Smad3 inh: inhibitors of human Smad3 transcription factor binding | P84022 | TR-FRET Smad3/Dy647-FoxH1 peptide binding, europium anti-His | inhibition, % at 25 µM | actives 0.29% (n = 88,000);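 active = compounds that reduce the energy-transfer binding signal between the protein and its labelled peptide by more than half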;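 also: 0% = Smad3 plus labelled peptide maximal FRET and 100% = peptide-only background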
Target sequence (P84022 whole entry, looked up): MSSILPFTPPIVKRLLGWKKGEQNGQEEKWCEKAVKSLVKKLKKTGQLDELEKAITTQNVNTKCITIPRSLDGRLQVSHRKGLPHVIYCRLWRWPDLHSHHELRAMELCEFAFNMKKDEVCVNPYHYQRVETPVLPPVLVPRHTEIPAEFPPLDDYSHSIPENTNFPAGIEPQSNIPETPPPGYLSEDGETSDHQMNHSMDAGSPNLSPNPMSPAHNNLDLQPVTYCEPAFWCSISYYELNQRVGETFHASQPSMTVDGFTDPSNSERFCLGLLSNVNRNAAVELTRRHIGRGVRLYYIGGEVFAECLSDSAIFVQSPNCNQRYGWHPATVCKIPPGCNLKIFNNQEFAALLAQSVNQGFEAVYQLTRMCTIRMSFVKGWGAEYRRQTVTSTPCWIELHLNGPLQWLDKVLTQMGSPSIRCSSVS
IL1B cytotox: HUVEC cytotoxicity counter-screen, IL-1B stimulated | HUVEC cell count loss, Hoechst imaging | cell count reduction, % at 2 µM | actives 0.41% (n = 94,000) | AID 845;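 active = cell count reduction more than 3 SD above the screen-wide mean, cut at about 70% in these data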;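 also: normalized per plate to untreated control cells as the no-loss baseline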
hDAT+cocaine: modulates human dopamine transporter uptake under cocaine. actives 1.3% (n = 110,000). LLC-PK1 hDAT cells, [14C]-dopamine uptake with cocaine IC80; actives deviate in either direction. B-score at 10 µM. AID 449768;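 active = Z score or B-score, a plate-position-corrected score, falls beyond the plate's 99.7% confidence bounds, in either direction; inactive = both scores lie inside the 99.7% bounds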;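 also: scored against the spread of the other compound wells on the same plate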
Target sequence (Q01959 whole entry, looked up): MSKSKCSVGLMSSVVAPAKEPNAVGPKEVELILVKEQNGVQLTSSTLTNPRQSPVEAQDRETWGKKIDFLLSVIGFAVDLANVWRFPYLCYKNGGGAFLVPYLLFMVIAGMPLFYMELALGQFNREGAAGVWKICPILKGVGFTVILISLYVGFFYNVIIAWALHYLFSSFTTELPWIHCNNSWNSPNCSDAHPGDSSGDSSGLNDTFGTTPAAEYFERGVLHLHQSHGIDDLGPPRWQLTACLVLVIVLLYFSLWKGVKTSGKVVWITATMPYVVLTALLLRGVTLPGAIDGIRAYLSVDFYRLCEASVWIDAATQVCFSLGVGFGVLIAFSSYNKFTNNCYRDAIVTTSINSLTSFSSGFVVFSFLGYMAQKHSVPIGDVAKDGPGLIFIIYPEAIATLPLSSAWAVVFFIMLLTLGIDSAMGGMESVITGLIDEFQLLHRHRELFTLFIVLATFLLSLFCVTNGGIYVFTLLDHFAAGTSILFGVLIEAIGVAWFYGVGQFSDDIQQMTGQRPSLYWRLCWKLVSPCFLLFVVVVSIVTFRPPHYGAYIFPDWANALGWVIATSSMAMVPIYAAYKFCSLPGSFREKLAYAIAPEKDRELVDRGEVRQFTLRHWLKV
cytoskel mod: cytoskeleton assembly modification. HUVEC TNFa F-actin phalloidin imaging, high content. inhibition, % at 2 µM. actives 0.18% (n = 91,000);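 active = inhibition above the batch mean plus 3 SD and confirmed as a hit by visual image inspection, cut at about 30% in these data, passing the limit was not always enough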; also: strong numbers were not always called active
LYP inh 2: blocks human PTPN22 phosphatase activity | recombinant LYP catalytic domain, DiFMUP fluorescence | inhibition, % at 2 µM | actives 0.21% (n = 96,000) | AID 640;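 active = inhibition at 2 µM at or above a set limit, the screen mean plus 3 SD, cut at about 24% in these data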;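 also: 0% = DMSO with enzyme and 100% = enzyme fully blocked by orthovanadate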
VCAM1 TNFa inh: reduces TNF alpha induced VCAM1 expression in HUVEC; HUVEC TNFa-induced VCAM-1 immunofluorescence, high-content imaging; inhibition, % at 2 µM; actives 0.48% (n = 95,000);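 active = inhibition above the batch mean plus 3 SD, with images confirmed as a hit by eye, cut at about 37% in these data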;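 also: 0% = TNF-stimulated DMSO wells and 100% = unstimulated control wells; not every result past the cut was called active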
MT1-MMP txn act: activates MT1-MMP transcription | actives 0.16% (n = 86,000) | AID 750 | HT1080 MT1-MMP promoter luciferase reporter, luminescence, overnight; active compounds read high | activation factor at 10 µM;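 active = activation factor of at least 2 for MT1-MMP transcription at 10 µM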
Active calls of the source: *; x = not tested or not shown; [ ] = dose if it differs, or a comment.

SMILES | Calb biofilm kill | TNFa cytotox | Smad3 inh | IL1B cytotox | hDAT+cocaine | cytoskel mod | LYP inh 2 | VCAM1 TNFa inh | MT1-MMP txn act
Cc1cc(C)c2[nH]c(=O)c(C(c3nnnn3C(C)(C)C)N3CCN(C(=O)c4ccco4)CC3)cc2c1 (stereo unspecified) | 4 | -14 | 4 | -14 | -0.1 | -15 | -9 | 13 | 1.1
Cc1ccc(S(=O)(=O)c2c(N)n(C)c3nc4ccccc4nc23)cc1 | 3 | 2 | 5 | -15 | -0.29 | -14 | -4 | -19 | 1
O=C(Cn1cnc2c(nnn2Cc2ccccc2F)c1=O)NCc1ccco1 | 10 | x | -9 | x | x | x | -10 | x | 1.2
CC(C)(C)NCc1cc2ccccc2[nH]c1=O | 6 | 0 | 6 | -14 | -0.081 | 2 | -3 | 3 | 0.9
COc1ccc(CN(CCCN2CCOCC2)C(=O)Nc2cccc(Cl)c2)cc1OC | 7 | -16 | -10 | x | 2 | 8 | -3 | 7 | 1.1
CCCCOc1ccc(-c2nnn(CC(=O)Nc3ncc(CC(=O)OCC)s3)n2)cc1 | x | 2 | x | -2 | -0.62 | -32 | 8 | -2 | 1.1
Cc1ccc(NC(=O)Cn2cnc3sc(C(=O)NCc4ccco4)c(C)c3c2=O)cc1Cl | -4 | 15 | -6 | 5 | 0.52 | -5 | 0 | 2 | 1.1
N#Cc1c(OCC(=O)c2ccccc2)nc2c(c1-c1ccco1)CCc1ccccc1-2 | -2 | 8 | -10[fluorescence artefact?] | 31 | 0.1 | -7 | 13 | 18 | 1.3
O=C(OCCn1cncn1)c1cc2ccccc2oc1=O | 5 | -8 | -1[fluorescence artefact?] | 0 | -0.83 | 1 | 7 | 10 | 1.3
Cc1cc(Cl)ccc1OCC(=O)Nn1c(C)ccc1C | 3 | -32 | 1 | -30 | 0.11 | -11 | 3 | -4 | 1.2

Quoted at random: 2 compounds from above, in no set order.
SMILES | Calb biofilm kill | TNFa cytotox | Smad3 inh | IL1B cytotox | hDAT+cocaine | cytoskel mod | LYP inh 2 | VCAM1 TNFa inh | MT1-MMP txn act
Cc1ccc(NC(=O)Cn2cnc3sc(C(=O)NCc4ccco4)c(C)c3c2=O)cc1Cl | -4 | 15 | -6 | 5 | 0.52 | -5 | 0 | 2 | 1.1
CC(C)(C)NCc1cc2ccccc2[nH]c1=O | 6 | 0 | 6 | -14 | -0.081 | 2 | -3 | 3 | 0.9

Next section
SMILES | Calb biofilm kill | TNFa cytotox | Smad3 inh | IL1B cytotox | hDAT+cocaine | cytoskel mod | LYP inh 2 | VCAM1 TNFa inh | MT1-MMP txn act
COc1ccc(-c2nc3n(n2)C(c2ccccc2)C2=C(CCCC2=O)N3)cc1OC (stereo unspecified) | 3 | -19 | 2 | -98 | 1 | 2 | -5 | 12 | 1.2
CCOC(=O)c1ccc(NC(=O)CN2C(=O)CSC2=O)cc1 | -2 | -10 | 3 | -11 | 0.46 | -25 | 2 | -10 | 1.1
Cc1ccccc1-n1c(=O)c2c(n3cnnc13)-c1ccccc1CC21CCCCC1 | x | -9 | x | 6 | 1.3 | 6 | -2 | 5 | x
COc1ccc(OC)c(NC(=O)CSC2=C(C#N)C(c3ccco3)C3=C(CCCC3=O)N2)c1 (stereo unspecified) | 11 | x | 7 | x | 0.026 | x | x | x | 1.1
CCOc1ccc(Cc2c(Cl)nc(SC)nc2OC)cc1 | x | -28 | x | 23 | 0.37 | 15 | 2 | 5 | x
Cc1ccc(C(=O)c2ccccc2C(=O)O)c(O)c1 | -2 | -7 | -11 | 6 | 0.00099 | 0 | -2 | -8 | 1.2
Cc1nc(CC(=O)N2CCN(S(=O)(=O)c3ccccc3C#N)CC2)cs1 | 0 | -25 | 4 | -5 | -0.1 | 34 | -2 | -5 | 1.2
O=C(NC(=S)Nc1ccc(S(=O)(=O)N2CCCCC2)cc1)c1ccc(Cl)cc1 | x | -10 | x | -1 | 1.5 | -1 | -1 | -10 | x
Cc1cc(=O)n2nc(N3CCCC(C(=O)N4CCOCC4)C3)sc2n1 (stereo unspecified) | 4 | x | -4 | x | -0.28 | x | x | x | 1.3
Cc1cc(N2CCC(C)CC2)c(F)cc1[N+](=O)[O-] | x | 11 | x | -19 | 0.076 | -42 | 6 | -1 | x
Cc1ccc(S(=O)(=O)N(CC(O)CN(C)C)c2ccccc2)cc1 (stereo unspecified) | 3 | 0 | 9 | -23 | 0.52 | 6 | -7 | -6 | x
CCCN1/C(=C(/C#N)C2=NS(=O)(=O)c3ccccc32)N(C)c2ccccc21 | 0 | -9 | -9 | x | -0.62 | 33 | -6 | 3 | 1
CCOC(=O)n1c(=O)oc2cc(S(=O)(=O)N3CCOCC3)ccc21 | -3 | 2 | 0 | 2 | -1.6 | -12 | -6 | 10 | 1.1
COc1ccc(-c2nc(-c3ccc(Br)cc3)no2)c(OC)c1 | 0 | -2 | -2 | -2 | -0.88 | 2 | 0 | -6 | 1
Cc1nn(-c2ccccc2)c(N2CCCC2)c1/C=N/O | 5 | -10 | 3 | -10 | 0.03 | 9 | -5 | -12 | 1.1
Cc1cccc(C)c1NC(=O)C(=O)NCCOc1ccc(Cl)cc1 | x | 5 | x | 3 | -1.1 | -10 | 12 | -23 | x
CCOc1ccc(NC2=C(Cl)C(=O)N(Cc3ccccc3)C2=O)cc1 | x | -10 | x | -96 | -0.76 | 7 | 6 | 12 | x
CCOC(=O)CCP(=O)(O)C(O)c1ccc(OC)cc1 (stereo unspecified) | 2 | -12 | -18 | -42 | -0.24 | -23 | 7 | 2 | 1.1
CN(C=C1C(=O)CC(C)(C)CC1=O)CCN1CCNCC1 | 4 | -34 | 2 | -12 | -0.064 | 0 | 2 | 8 | 1
COC(=O)c1c(C(=O)OC)c2cc(C(=O)c3ccccc3)ccn2c1Cl | 4 | -40 | 17[fluorescence artefact?] | 1 | 1.3 | 10 | 8 | 8 | 1.2
Cc1cc(N)n2ncc(-c3ccc(Cl)cc3)c2n1 | 3 | -1 | 3 | -6 | 0.18 | -14 | -1 | 1 | 1.8
Cc1cc(=O)oc2cc(NC(=O)CCC(=O)O)ccc12 | x | -12 | x | -11 | -0.06 | -1 | -4 | 12 | x
O=C(NCc1ccccc1)C(c1ccc(O)cc1)N(C(=O)Cn1nnc(-c2cccs2)n1)c1ccc2c(c1)OCCO2 (stereo unspecified) | -8 | x | -10 | -31 | 0.87 | x | -2 | x | 1.3
CCOC(=O)c1c(C)n(C)c2ccc(OCC(O)CN3CCCCCC3)cc12 (stereo unspecified) | 16 | -12 | 1 | 2 | 1.5 | -16 | 0 | -21 | 1.1
CN(C)c1nc(OCC(=O)NC(C)(C)C)nc(N(C)C)n1 | -2 | -3 | -1 | -33 | 0.47 | 18 | -5 | 9 | 1.1
CC(=O)Nc1cc(NC(C)=O)c(CC(C)C)s1 | -1 | x | 0 | x | 0.32 | x | x | x | 1.2
C=CCOC(=O)C1C(=O)CC(C)(O)C(C(=O)OCC=C)C1c1ccc(OC)cc1 (stereo unspecified) | 1 | -9 | 0 | -10 | 0.15 | -39 | 1 | -6 | 1
CC1CC(C)CN(C(=O)CSc2nnc(-c3ccc(Cl)s3)o2)C1 (stereo unspecified) | 16 | x | -3 | x | 0.51 | x | x | x | 1.1
COC(=O)c1ccc(NC(=O)C2CCCN2S(=O)(=O)c2ccc(C)cc2)cc1 (stereo unspecified) | 10 | x | -1 | x | 0.035 | x | x | x | 0.9
COc1ccc(Br)cc1CN1CCN(C(=O)c2cccc(OC)c2OC)CC1 | 0 | -12 | 3 | 17 | 0.15 | 6 | 0 | 16 | 1.1
COC(=O)C1=C(N)Oc2cc(C)n(CC3CCCO3)c(=O)c2C1c1ccccc1 (stereo unspecified) | x | -12 | x | -9 | 0.035 | 18 | -4 | 3 | x
COc1cccc(Cn2nnc(C(=O)Nc3cc(Cl)ccc3OC)c2N)c1 | 6 | -18 | 8 | 11 | -0.72 | 1 | -5 | 1 | 1.1
CCOC(=O)c1cc2c(ccn2C)n1Cc1ccccc1C | 6 | -3 | 7 | 2 | -0.47 | 63* | 6 | 6 | 1.2
Cc1cc2ccccc2c(=O)n1CC(=O)NCC(=O)N1CCN(c2ccccc2F)CC1 | 2 | -8 | -1 | -11 | -0.24 | -15 | -9 | -8 | 1.1
COc1cccc(-c2cc(C(=O)Nc3c(C)nn(Cc4ccccc4C)c3C)no2)c1 | 5 | -29 | -6 | -9 | -0.17 | -10 | 10 | -1 | 1
CCOc1ccc(NC(=O)N(C2CCCCC2)C2CCN(C(C)=O)CC2)cc1 | x | -20 | x | -6 | 1.4 | -3 | 6 | 1 | x
O=C(CSCc1ccccc1)Nc1ccc2c(c1)OCO2 | 4 | -43 | -4 | -20 | 0.83 | 28 | -2 | -8 | 1.5
CCOC(=O)c1ccc(CSc2nnc(-c3ccncc3)n2N)cc1 | -2 | 2 | -18 | -95 | 0.31 | 8 | 2 | -4 | 1.4
CCOC(=O)N1CCN(C(=O)c2cn(C)c(=O)c3c2c2ccccc2n3C)CC1 | 6 | 4 | 1 | -8 | -0.026 | 11 | 2 | -5 | 1
Cc1ccc(C)c(-n2nnnc2SCC(=O)Nc2cccc(-c3nnc4n3CCCCC4)c2)c1 | 3 | -8 | 36[fluorescence artefact?] | 26 | 0.59 | 4 | 6 | -7 | 1.1

cytoskel mod: hit marks shown above.
SMILES	Smad3 inh	hDAT+cocaine	cytoskel mod	LYP inh 2	VCAM1 TNFa inh	MT1-MMP txn act
CCOC(=O)c1cc2c(ccn2C)n1Cc1ccccc1C	7	-0.47	63*	6	6	1.2

Next section.
SMILES | Calb biofilm kill | TNFa cytotox | Smad3 inh | IL1B cytotox | hDAT+cocaine | cytoskel mod | LYP inh 2 | VCAM1 TNFa inh | MT1-MMP txn act
O=C(O)C1C2C=CC3(CN(Cc4ccccn4)C(=O)C13)O2 (stereo unspecified) | 6 | -13 | -4 | -21 | -1.2 | 14 | 3 | 8 | 1.1
CCCc1cc(-c2[nH]ncc2-c2ccc3c(c2)OCCCO3)c(O)cc1OC | 0 | -6 | -1 | 1 | 0.77 | -5 | 2 | -8 | 1.1
Cc1ccc(C)c(C(=O)CSc2n[nH]c(C)n2)c1 | 7 | -20 | -3 | -9 | 0.44 | 12 | 11 | -4 | 1
O=C(Nc1ccc(N2CCN(C(=O)c3ccco3)CC2)cc1)C(c1ccccc1)c1ccccc1 | 4 | -29 | 7[fluorescence artefact?] | 15 | 0.42 | 28 | -4 | -6 | 1.1
CC(Oc1ccccc1)c1ccnn1S(C)(=O)=O (stereo unspecified) | 1 | -6 | 2 | -1 | 0.36 | -12 | 16 | -24 | 1.3
COc1cc2c(cc1NC(=O)c1cccnc1)CCCC2 | 9 | 12 | -9 | -8 | -0.51 | 46 | -7 | -2 | 1.5
CCCCn1c(CN2C(=O)c3ccccc3C2=O)nc2ccccc2c1=O | 1 | -8 | -17 | -21 | -0.17 | -7 | 11 | 3 | 1.2
c1ccc(CCc2nc(-c3ccccn3)no2)cc1 | 10 | 13 | 3[fluorescence artefact?] | -14 | -1.2 | 14 | -8 | 20 | 1.4
O=S(=O)(Nc1ccccc1)c1ccc(Oc2ncc(C(F)(F)F)cc2Cl)cc1 | x | -8 | x | -36 | 0.051 | -24 | 5 | -6 | x
CCNC(=O)n1nccc1C(C)Oc1cccc(C(F)(F)F)c1 (stereo unspecified) | x | 18 | x | -1 | -0.92 | 13 | 11 | 10 | x
Cc1ccnc(Sc2ncccc2[N+](=O)[O-])n1 | 4 | -16 | 11 | 16 | -0.86 | -8 | -9 | 8 | 1.1
CC(/C=C/c1ccc(C)o1)=C\C(=O)O | -3 | -3 | -4 | 1 | -0.0022 | -28 | 2 | -3 | 1.1
CCOC(=O)c1c(C(C)(C)C)oc2ccc(O)cc12 | 1 | -10 | 18 | -5 | -0.9 | 26 | 2 | 4 | 1.2
CCSc1ncc(Cl)c(C(=O)Nc2sc3c(c2C(=O)NCc2cccnc2)CCCC3)n1 | x | -30 | x | -64 | 0.019 | -36 | 19 | 18 | x

This is a subset. The share of hits here may be higher or lower than overall.
